# Screening results as filed in PubChem BioAssay.
# LDHA block: qHTS assay for inhibitors of human lactate dehydrogenase | L-lactate dehydrogenase A chain (Homo sapiens), P00338 | purified LDHA, NADH/diaphorase-resazurin fluorescence; stronger effect = lower value | AID 1347041, 2019 | activity change, % (values are at about 110 or 230 µM) | 0.15% of 480,000 active; in the data active = activity change below about -30%; inconclusive = mostly about -25% to -30%;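 note: plate controls were DMSO wells for no effect and wells without enzyme for full effect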
#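 LDH5 2 nM; NADH 0.06 mM, pyruvate 0.2 mM; 200 mM Tris pH 7.4, EDTA, Tween-20; 5 min RT. Detection: diaphorase 0.133 mg/mL + resazurin 37 µM, fluorescence ex540/em590 at 0 and 20 min; normalized to enzyme-free and DMSO wells.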
# Glioma ERSR ind: qHTS for Inducers of the Endoplasmic Reticulum Stress Response (ERSR) in Human Glioma: qHTS; U87-MG GRP78 promoter luciferase reporter, 16 h; Potency, µM, inactives show top-dose activation, usual class: activators; 0.02% of 420,000 active; note: potency is the fitted concentration of half-maximal effect; series mostly up to about 76 µM; % of control where 0% means no effect; nearly all actives have a fitted effect of over 35% in size
#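 Stably transfected U87-MG human glioma cells carrying a GRP78-based luminescent sensor were seeded at 1000 cells/well, pin-dosed with compounds and incubated 16 h. Luciferase reagent was then added, and end-point luminescence was read after 10 min at room temperature.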
# RXFP1 ag: qHTS Assay for Agonists of the Relaxin Receptor RXFP1 | Relaxin receptor 1 (Homo sapiens), Q9HBX9 | HEK293T-RXFP1 cAMP TR-FRET, 30 min; response scale: percent of porcine relaxin response, buffer zero | Potency, µM (top dose mostly 57.5 µM), without a hit: at the highest dose activation, hits mostly activators | 0.3% of 370,000 active | AID 2676, 2010; note: potency is the fitted concentration of half-maximal effect; % is set by controls: 0 for no effect and ±100 for the full control effect; nearly all actives have a fitted effect of over 60% in size; many of its hits are not listed in these tables
#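 Agonist response is measured as cAMP accumulation in an RXFP1-transfected HEK293T line under PDE4 inhibition. Values are scaled between buffer-only and 29 nM porcine relaxin, and EC50s come from standard Hill equation fits.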
# Vif-A3G inh: qHTS for Inhibitors of Vif-A3G Interactions: qHTS; Potency, µM (doses to about 46.1 µM), for the others: at the highest dose activity, negative = active, actives largely listed as inhibitors; HeLa A3G-eYFP + Vif (tagged APOBEC3G with the HIV-1 protein that degrades it), YFP fluorescence, overnight; 0.076% of 410,000 active;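 note: potency is the fitted concentration of half-maximal effect; % is set by controls: 0 for no effect and ±100 for the full control effect; nearly all actives have a fitted effect of over 60% in size; hits raise eYFP signal because A3G escapes Vif-driven loss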
#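 Read-out is eYFP fluorescence (Ex 488/Em 500-530) from Vif-expressing HeLa A3G-eYFP cells; more signal means A3G escaped Vif-mediated degradation. Cells plated overnight, compound pinned in, incubated overnight at 37 deg C.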
# D1 potentiator: Potentiators of Human D1 Dopamine Receptor: qHTS; HEK293 TREx D1 cells, calcium flux, dopamine EC20 potentiation; potentiation, % at 10 µM; 0.036% of 360,000 active; AID 504651, 2011; in the data active = potentiation above about 30%; note: 0% is about no effect
# Target sequence (P21728 whole entry, looked up): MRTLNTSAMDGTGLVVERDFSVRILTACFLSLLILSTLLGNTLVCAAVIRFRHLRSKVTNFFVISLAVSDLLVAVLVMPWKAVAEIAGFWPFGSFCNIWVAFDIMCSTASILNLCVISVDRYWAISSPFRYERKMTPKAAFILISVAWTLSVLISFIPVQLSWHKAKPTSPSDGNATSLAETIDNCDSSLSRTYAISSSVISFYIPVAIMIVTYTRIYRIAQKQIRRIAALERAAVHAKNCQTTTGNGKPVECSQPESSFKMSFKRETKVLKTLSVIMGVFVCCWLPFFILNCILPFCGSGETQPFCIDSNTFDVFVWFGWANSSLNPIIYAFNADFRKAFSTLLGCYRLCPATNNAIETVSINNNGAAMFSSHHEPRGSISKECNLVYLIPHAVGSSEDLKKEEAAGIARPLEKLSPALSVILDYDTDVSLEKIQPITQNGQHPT
# D2 PAM: HTS Assay for Positive Allosteric Modulators of the Human D2 Dopamine Receptor: Primary Screen for Potentiators; D(2) dopamine receptor (Homo sapiens), P14416; HEK293 T-REx D2, calcium flux, EC20 dopamine potentiation; potentiation, % at 10 µM; 0.34% of 340,000 active;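 active = potentiation over 3 SD above the plate norm, cut at about 30% in these data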; note: 0% is about no effect
# Target sequence (P14416 whole entry, looked up): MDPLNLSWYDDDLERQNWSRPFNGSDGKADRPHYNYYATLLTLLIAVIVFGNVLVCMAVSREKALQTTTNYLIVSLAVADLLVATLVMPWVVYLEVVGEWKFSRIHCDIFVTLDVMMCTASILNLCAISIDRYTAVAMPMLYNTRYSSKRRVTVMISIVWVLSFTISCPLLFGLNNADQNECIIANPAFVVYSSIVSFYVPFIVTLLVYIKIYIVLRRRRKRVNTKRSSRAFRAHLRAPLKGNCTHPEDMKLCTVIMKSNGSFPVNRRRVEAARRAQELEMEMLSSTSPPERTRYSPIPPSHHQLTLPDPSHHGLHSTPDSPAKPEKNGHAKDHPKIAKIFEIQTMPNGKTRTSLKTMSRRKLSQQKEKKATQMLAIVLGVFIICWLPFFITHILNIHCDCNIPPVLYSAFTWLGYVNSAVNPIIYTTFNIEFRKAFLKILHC
#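 Using a no-wash calcium dye in inducible, force-coupled HEK293 Trex cells expressing D2, we tracked fluorescence each second for 180 s after compound, then for 180 s after EC20 dopamine to detect augmented signalling.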
# D1 antagonist: Antagonist of Human D 1 Dopamine Receptor: qHTS; 3.2% of 360,000 active; HEK293 TREx D1 cells, calcium flux, dopamine EC80; stronger effect = lower value; activity change, negative = inhibition, % at 10 µM; D(1A) dopamine receptor (Homo sapiens), P21728; in the data active = activity change below about -30%; note: % is set by controls: 0 for no effect and ±100 for the full control effect
#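 After overnight tetracycline induction at 30 C, force-coupled D1 HEK293 cells took up a no-wash calcium dye at room temperature. Compounds were added and monitored 180 s, and the response to EC80 dopamine was then recorded.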
# Vif-A3F inh: qHTS for Inhibitors of Vif-A3F Interactions: qHTS. Potency, µM (doses to about 46.1 µM), inactives show at the highest dose activity, negative = active. HeLa A3F-eYFP + Vif (tagged APOBEC3F with the HIV-1 protein that degrades it), YFP fluorescence increase. 0.2% of 390,000 active. AID 602313, 2012; note: potency is the fitted concentration of half-maximal effect; % of control where 0% means no effect; nearly all actives have a fitted effect of over 65% in size
#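 HeLa cells stably expressing Vif plus C-terminally eYFP-tagged A3F were seeded, incubated overnight at 37 deg C, dosed with compound, incubated overnight again at 37 deg C. Yellow fluorescence (Ex 488/Em 500-530) reported blocked Vif-mediated A3F-eYFP degradation.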
# D1 ag: Allosteric Agonists of the Human D1 Dopamine Receptor: qHTS. D(1A) dopamine receptor (Homo sapiens), P21728. 1% of 360,000 active. HEK293 T-REx D1 cells, calcium flux, agonist mode. AID 504660, 2011. activation, % at 2 µM; in the data active = activation above about 30%; note: 0% is about no effect
#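 Tetracycline-induced HEK293 TREx D1 cells, force-coupled to calcium signalling, were dye-loaded with a no-wash calcium kit. Compound was pin-added after a 10 s baseline. Fluorescence was read kinetically at 1 cycle/s for 180 s, with calcium rises flagged as agonism.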
# Numbers without * were called inactive; ? = inconclusive; / = no result given; & = joins results of further samples. Unless noted, calls come from the whole dose curve; as a rule, active = well fitted curve in the direction sought with a large enough effect; inconclusive = small, poorly fitted or top-dose-only effect, or another doubt; inactive = no such curve, though single readings can be large; an effect the other way counts as inactive or inconclusive.
SMILES,LDHA block,Glioma ERSR ind,RXFP1 ag,Vif-A3G inh,D1 potentiator,D2 PAM,D1 antagonist,Vif-A3F inh,D1 ag
COC(=O)c1cccc(NC(N)=S)c1,-4,-3%,2.6%,-11%,-2,/,13,-11%,3
Cc1cc(Nc2ccc([N+](=O)[O-])cc2)nc2ccccc12,-8,-3%,2.1%,-1%,1,1,8,-4%,2
Cc1nn(-c2ccccc2)c(C)c1C(=O)OCC(O)=C(C#N)c1nc2ccccc2[nH]1,13,-2%,/,-12%,/,/,/,?,/
CCOC(=O)CCn1nc(-c2ccc(Cl)cc2)cc1N,-5,4%,2.1%,1%,0,3,-10,2%,1
O=C(CN1CCOCC1)Nc1c(-c2ccccc2)c2cc(Br)ccc2[nH]c1=O,-3&-1,-3%,-1.6%,-1%,4,-3,6,-10%,1
COc1cccc(Cn2ncc3c4sc(B(O)O)cc4n(C)c3c2=O)c1,/,/,2.5%,/,-3,/,20,/,14
FC(F)(F)c1ccncc1-c1nnnn1-c1ccc(Cl)cc1,-1,-3%,0.3%,1%,0,/,-6,14%,8
OC(C#CCN1CCCC1)(c1ccccc1)c1cccnc1 (centres undefined),4,-3%,-2.0%,0%,-3,-10,20,4%,-1
CCc1c(C(=O)N/N=C/c2ccco2)nnn1-c1nonc1N,-12,6%,-0.5%,-2%,-6,5,-1,5%,2
Oc1c(N=Nc2ccccn2)ccc2ccccc12,7,-12%,-4.2%,-17%,-2,8,-13,-14%,2
C=CCn1c(SCC(C)=O)nnc1-c1cc(-c2ccccc2)sc1N,-9,3%,-0.5%,2%,-18,12,-25,1%,0
CC(C)C1C(=O)N(Cc2cn(Cc3ccco3)nn2)CCS(=O)(=O)N1Cc1ccc(-c2ccc(Cl)c(Cl)c2)cc1 (centres undefined),-14,-3%,/,-17%,/,/,/,-15%,/
Cc1nnc(SCC(=O)NCc2cccc(F)c2)c2nn(-c3ccccc3)c(C)c12,-8,-6%,?,?,2,/,1,4%,2
CC(C)N(C(=O)Cc1ccccc1[N+](=O)[O-])C(C)C,-5,-4%,1.5%,-2%,-2,10,-6,-4%,-2
COc1ccc(-c2nnn(CC(=O)N(CCCN3CCOCC3)C(C(=O)NC3CCCC3)c3ccco3)n2)cc1 (centres undefined),-2,-7%,-3.1%,7%,1,6,-32*,-9%,4
COc1cc(/C=N/O)ccc1OCc1ccc(C(=O)O)cc1,-2,-17%,0.2%,3%,-1,5,-5,7%,1
O=C(Nc1cccc(-c2cn3ccsc3n2)c1)c1ccccc1,-4,5%,1.5%,-11%,-2,5,-2,-2%,1
COC(=O)NC1c2ccccc2Oc2ccccc21,-4,-3%,-0.9%,0%,-8,0,0,5%,75*
COc1ccc(NS(=O)(=O)c2cc(NC(=O)c3nc4nc(C)cc(C)n4n3)ccc2C)cc1,-8,-1%,0.7%,7%,-1,3,-5,-6%,-3
COc1cc(-c2noc(C3CCCN(C(=O)c4ccccc4)C3)n2)cc(OC)c1OC (centres undefined),2,2%,-0.6%,-19%,-2,10,-5,0%,1
O=C(O)CCc1ccc(-c2cccs2)n1-c1ccc(C(=O)O)cc1,-5,-5%,2.7%,0%,1,-7,-6,-11%,2
COC(=O)CNC(=O)CNC(=O)Nc1ccccc1Cl,-10,-6%,0.4%,-4%,0,-7,-1,-3%,2
CC(C)COc1ccc(CNC(=S)N/N=C/c2ccc([N+](=O)[O-])cc2)cc1,-1,-5%,-0.3%,-11%,-6,12,-10,-18%,3
COc1ccc(Cc2nnc(SCC(=O)c3ccc4c(c3)OCO4)o2)cc1,0,-3%,-1.0%,1%,4,-4,-21,2%,4
CCN1CCN(CC(=O)N2c3ccccc3Sc3ccccc32)CC1,-4,-3%,0.1%,-5%,-4,-1,-10,0%,7
CCOCCCNC(=O)Cn1cnc2c(cnn2-c2ccc(C)c(C)c2)c1=O,0,-2%,4.2%,-17%,7,-14,1,-4%,1
COc1cc(C(=O)c2nccc3cc(OC)c(OC)cc23)c([N+](=O)[O-])cc1OC,21,-4%,-0.5%,4%,5,6,1,12%,0
CC(=O)NS(=O)(=O)c1ccc(NC(=O)c2cccc(S(=O)(=O)N3CCc4ccccc43)c2)cc1,-2,-4%,1.4%,0%,-2,5,9,-3%,3
Cc1ccc(C)c(S(=O)(=O)Nc2ccc3c(c2)CCCN3C(=O)c2cccs2)c1,-2,-5%,3.3%,0%,0,1,12,4%,0
COc1cc(CNn2c(C)n[nH]c2=S)cc(Br)c1OCc1ccc(F)cc1,-13,0%,3.5%,-1%,-4,-2,29,-2%,24
C/C(=N\NC(=O)c1c(C)nc2ccccn12)c1ccccc1F,-3,2%,8.1%,-2%,-7,-1,-30,0%,6
Cc1ccc2c(CN3CCOCC3)cc(=O)oc2c1C,0&1,5%,-1.4%,0%,-5,-5,4,3%,1
Cc1csc(NC(=O)c2cc(-c3ccccc3)nc3ccccc23)n1,-3,-3%,1.4%,-15%,-8,-6,-15,9%,2
COc1ccc2cc(C(c3nnnn3Cc3ccc(F)cc3)N3CCCCCC3)c(=O)[nH]c2c1 (centres undefined),16,-2%,0.5%,5%,-7,7,3,-8%,3
Cc1cccc(N2CCN(S(=O)(=O)c3cn(C)c(C)n3)CC2)c1C,-5,-5%,-0.2%,0%,-2,3,4,-4%,7
COC(=O)c1sccc1NC(=O)c1ccncc1,-3,-4%,0.4%,2%,6,/,19,9%,2
COCCNC(=O)C(c1ccc(F)cc1)N(Cc1cccs1)C(=O)CCC(=O)Nc1ccccn1 (centres undefined),-5,-7%,3.9%,0%,/,0,7,-9%,2
COc1ccc(-c2cc(C(F)(F)F)nc(S(=O)(=O)CCCC(=O)Nc3ccccc3C(F)(F)F)n2)cc1OC,-3,?,4.4%,-9%,1,-1,-10,1%,4
O=C(c1ccccc1)c1ccc(OC(=O)C2CCCCC2)cc1,2,-2%,2.3%,0%,-4,19,-12,-10%,4
Nc1ncnc2c1ncn2[C@@H]1O[C@H](CNS(=O)(=O)c2ccc3c(c2)CCN(C(=O)C(F)(F)F)C3)[C@@H](O)[C@H]1O,-2,-3%,/,4%,/,/,/,1%,/
COc1ccc(-c2noc(C)c2-c2ccc3ccccc3n2)c(O)c1,0,-8%,2.1%,-15%,-2,16,-2,3%,1
c1ccc(CC2CCN(C(c3cccs3)c3nnnn3C3CCCC3)CC2)cc1 (centres undefined),-11,-4%,2.3%,0%,-6,-5,11,1%,4
CCOC(=O)[C@@H]1[C@H]2COc3ccc(Br)cc3[C@H]2N2C(=O)N(c3ccc(C)cc3)C(=O)[C@@]12C,-1,-3%,/,-6%,/,/,/,5%,/
CCN(CC)CCN1C(=O)C(=O)/C(=C(/O)c2ccc(F)cc2)C1c1cccnc1 (centres undefined),-1,-4%,0.9%,1%,-6,-10,-9,-5%,3
COC(=O)CN1C(=O)c2cccc3cccc1c23,1,2%,6.2%,-4%,-9,1,-4,3%,0
Cc1ccc(-n2c(-c3cccnc3)n[nH]c2=S)c(C)c1,0,-2%,2.1%,-3%,2,17,2,-10%,1
CCc1ccc(CNC(=O)CCc2c(C)nn(-c3ccc(N4CCCCC4)nn3)c2C)cc1,0,-1%,1.0%,1%,-4,14,14,-3%,1
CC1=NN(C(N)=S)C(=O)C1N=Nc1c(C)cc(C)cc1C (centres undefined),-6,2%,-0.4%,-1%,-5,15,9,0%,4

# Reformatted with two lines to a compound: entries from further up.
# Values run as follows: LDHA block | Glioma ERSR ind | RXFP1 ag | Vif-A3G inh | D1 potentiator | D2 PAM | D1 antagonist | Vif-A3F inh | D1 ag
- CCOC(=O)CCn1nc(-c2ccc(Cl)cc2)cc1N
 : -5 | 4% | 2.1% | 1% | 0 | 3 | -10 | 2% | 1
- CC(C)C1C(=O)N(Cc2cn(Cc3ccco3)nn2)CCS(=O)(=O)N1Cc1ccc(-c2ccc(Cl)c(Cl)c2)cc1 (centres undefined)
 : -14 | -3% | / | -17% | / | / | / | -15% | /

# 10 entries from above, arranged by SMILES length, ascending:
SMILES,LDHA block,Glioma ERSR ind,RXFP1 ag,Vif-A3G inh,D1 potentiator,D2 PAM,D1 antagonist,Vif-A3F inh,D1 ag
COC(=O)c1sccc1NC(=O)c1ccncc1,-3,-4%,0.4%,2%,6,/,19,9%,2
COC(=O)CN1C(=O)c2cccc3cccc1c23,1,2%,6.2%,-4%,-9,1,-4,3%,0
Cc1ccc2c(CN3CCOCC3)cc(=O)oc2c1C,0&1,5%,-1.4%,0%,-5,-5,4,3%,1
O=C(c1ccccc1)c1ccc(OC(=O)C2CCCCC2)cc1,2,-2%,2.3%,0%,-4,19,-12,-10%,4
Cc1ccc(-n2c(-c3cccnc3)n[nH]c2=S)c(C)c1,0,-2%,2.1%,-3%,2,17,2,-10%,1
C/C(=N\NC(=O)c1c(C)nc2ccccn12)c1ccccc1F,-3,2%,8.1%,-2%,-7,-1,-30,0%,6
COc1ccc(-c2noc(C)c2-c2ccc3ccccc3n2)c(O)c1,0,-8%,2.1%,-15%,-2,16,-2,3%,1
c1ccc(CC2CCN(C(c3cccs3)c3nnnn3C3CCCC3)CC2)cc1 (centres undefined),-11,-4%,2.3%,0%,-6,-5,11,1%,4
COc1ccc(-c2cc(C(F)(F)F)nc(S(=O)(=O)CCCC(=O)Nc3ccccc3C(F)(F)F)n2)cc1OC,-3,?,4.4%,-9%,1,-1,-10,1%,4
Nc1ncnc2c1ncn2[C@@H]1O[C@H](CNS(=O)(=O)c2ccc3c(c2)CCN(C(=O)C(F)(F)F)C3)[C@@H](O)[C@H]1O,-2,-3%,/,4%,/,/,/,1%,/

# A portion of the library (hit frequency here may not be typical).
